# DUSP3 inh: inhibitors of human VHR1 phosphatase (DUSP3); recombinant VHR phosphatase, pNPP absorbance; inhibition, % at 13.3 µM; hit rate 0.52% among 290,000; in the data active = inhibition above about 50%; note: some compounds called inactive have numbers as strong as hits
# PrPC TRFRET: inhibitors of human cell surface prion protein PrPC; hit rate 0.43% among 370,000; inhibition, % at 13.8 µM; TR-FRET read-out; in the data active = inhibition above about 24%; note: 0% = median of the test wells and 100% = reference compound wells
# CCHFV vOTU inh: blocks the CCHF virus ovarian tumor domain protease; inhibition, % at 11.5 µM; CCHFV vOTU protease, Pep-AMC fluorescence; hit rate 0.55% among 370,000; in the data active = inhibition above about 30%; note: 0% = vehicle wells with enzyme and 100% = no enzyme wells
# TcdB GH inh: TcdB glycohydrolase inhibition. P18177. TcdB glycohydrolase enzymatic assay, plate reader. inhibition, % at 9.99 µM. hit rate 0.24% among 350,000; in the data active = inhibition above about 10%
# Target sequence (P18177 whole entry, looked up): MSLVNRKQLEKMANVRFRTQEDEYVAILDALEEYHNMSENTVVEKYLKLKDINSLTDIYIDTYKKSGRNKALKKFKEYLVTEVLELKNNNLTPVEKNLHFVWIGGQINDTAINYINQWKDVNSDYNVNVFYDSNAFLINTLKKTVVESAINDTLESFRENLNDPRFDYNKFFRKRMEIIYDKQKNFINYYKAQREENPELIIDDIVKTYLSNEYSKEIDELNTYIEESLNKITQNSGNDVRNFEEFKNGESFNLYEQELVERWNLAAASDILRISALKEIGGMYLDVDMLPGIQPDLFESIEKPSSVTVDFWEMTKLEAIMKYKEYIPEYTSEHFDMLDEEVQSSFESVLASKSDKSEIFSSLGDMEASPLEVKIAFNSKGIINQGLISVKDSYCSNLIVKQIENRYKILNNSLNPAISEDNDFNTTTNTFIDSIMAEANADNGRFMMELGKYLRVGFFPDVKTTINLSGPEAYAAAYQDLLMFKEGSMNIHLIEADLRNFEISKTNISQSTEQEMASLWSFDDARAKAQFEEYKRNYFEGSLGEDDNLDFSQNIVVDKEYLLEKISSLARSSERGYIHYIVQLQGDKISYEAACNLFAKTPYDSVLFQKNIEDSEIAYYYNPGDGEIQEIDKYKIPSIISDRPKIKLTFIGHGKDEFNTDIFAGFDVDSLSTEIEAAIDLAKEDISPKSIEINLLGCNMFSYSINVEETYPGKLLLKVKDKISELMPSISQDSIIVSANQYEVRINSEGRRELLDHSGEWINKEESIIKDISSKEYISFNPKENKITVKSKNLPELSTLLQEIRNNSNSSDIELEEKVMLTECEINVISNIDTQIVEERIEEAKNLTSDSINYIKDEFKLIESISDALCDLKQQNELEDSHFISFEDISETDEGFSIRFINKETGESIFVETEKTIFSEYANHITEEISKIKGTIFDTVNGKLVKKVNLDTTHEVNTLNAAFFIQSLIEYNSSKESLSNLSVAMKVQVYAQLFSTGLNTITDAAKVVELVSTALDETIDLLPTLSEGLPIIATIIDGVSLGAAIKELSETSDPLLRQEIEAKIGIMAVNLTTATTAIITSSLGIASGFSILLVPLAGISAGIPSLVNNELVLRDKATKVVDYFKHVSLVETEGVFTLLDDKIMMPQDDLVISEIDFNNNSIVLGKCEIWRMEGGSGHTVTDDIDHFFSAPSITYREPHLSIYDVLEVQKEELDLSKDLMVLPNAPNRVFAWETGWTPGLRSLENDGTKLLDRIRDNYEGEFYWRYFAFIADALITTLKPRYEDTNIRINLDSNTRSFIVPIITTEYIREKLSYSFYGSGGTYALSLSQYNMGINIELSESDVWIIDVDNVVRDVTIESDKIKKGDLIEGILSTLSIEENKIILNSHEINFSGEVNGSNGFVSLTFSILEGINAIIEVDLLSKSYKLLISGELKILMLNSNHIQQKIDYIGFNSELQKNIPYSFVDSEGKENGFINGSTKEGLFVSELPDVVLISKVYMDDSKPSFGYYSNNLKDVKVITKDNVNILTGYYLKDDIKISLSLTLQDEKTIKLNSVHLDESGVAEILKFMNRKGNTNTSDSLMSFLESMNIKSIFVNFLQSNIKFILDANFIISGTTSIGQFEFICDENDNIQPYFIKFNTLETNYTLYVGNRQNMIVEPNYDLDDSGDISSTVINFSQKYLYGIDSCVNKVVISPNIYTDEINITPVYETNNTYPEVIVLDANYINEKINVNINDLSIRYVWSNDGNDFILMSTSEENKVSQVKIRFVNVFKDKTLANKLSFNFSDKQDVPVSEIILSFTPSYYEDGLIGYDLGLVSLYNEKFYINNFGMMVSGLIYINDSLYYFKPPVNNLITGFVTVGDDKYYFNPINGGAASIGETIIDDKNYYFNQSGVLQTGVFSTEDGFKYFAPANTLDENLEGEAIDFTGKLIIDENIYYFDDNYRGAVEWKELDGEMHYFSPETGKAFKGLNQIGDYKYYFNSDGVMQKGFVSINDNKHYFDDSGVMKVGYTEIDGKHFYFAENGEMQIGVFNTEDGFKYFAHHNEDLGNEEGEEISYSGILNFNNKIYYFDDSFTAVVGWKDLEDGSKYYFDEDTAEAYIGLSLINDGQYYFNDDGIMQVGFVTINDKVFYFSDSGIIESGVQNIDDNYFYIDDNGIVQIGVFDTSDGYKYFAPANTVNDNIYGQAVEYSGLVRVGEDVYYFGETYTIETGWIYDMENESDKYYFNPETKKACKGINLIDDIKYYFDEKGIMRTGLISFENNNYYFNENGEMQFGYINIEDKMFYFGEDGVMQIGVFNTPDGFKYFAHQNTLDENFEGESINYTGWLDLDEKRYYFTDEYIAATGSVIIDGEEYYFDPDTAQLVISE
# Y pestis TopoI: blocks Yersinia pestis topoisomerase I activity. Y. pestis Topo-I cleavage product accumulation, plate reader. activity, % at 10 µM. hit rate 0.064% among 360,000. AID 504884; in the data active = activity above about 50%, passing the limit was not always enough; inconclusive = no clear call, values can overlap the other calls; note: inactives centre near 2
# Rv3671c protease: inhibits the M. tuberculosis serine protease Rv3671c; hit rate 0.048% among 320,000; P9WHR9; AID 2606; inhibition, % at 5.96 µM; in the data active = inhibition above about 38%;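 note: extracellular domain of Rv3671c used as enzyme; 0% = enzyme with DMSO and 100% = no enzyme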
# SSB-PriA inh: K. pneumoniae PriA-SSBct interaction inhibition; hit rate 0.6% among 430,000; inhibition, % at 33 µM; AlphaScreen SSBct-PriA binding, biotinylated peptide; in the data active = inhibition mostly above about 37%, no sharp cut-off; inactive = mostly below about 20%;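 note: plate controls were negative control peptide for no effect and reference peptide for full effect; strong numbers were not always called active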
# MazF activator: activators of E. coli MazEF toxin-antitoxin RNase; activation, % at 20 µM; AID 504720; hit rate 0.32% among 350,000; FAM/BHQ RNA-DNA oligo cleavage fluorescence, 5 h; P0AE70; in the data active = activation above about 50%
# Vc quorum ag: induces V. cholerae light production without autoinducers; V. cholerae BH1578 lux reporter, luminescence, 6 h; activation, % at 18.7 µM; hit rate 0.16% among 350,000; AID 588436; in the data active = activation mostly above about 9.7%, no sharp cut-off; inconclusive = no clear call, values can overlap the other calls; inactive = mostly below about 3.7%; note: not every result past the cut was called active; inactives centre near 0; reference of the scale not given here
# 3CLpro inhibitor: SARS-CoV 3CLpro protease inhibition; P0C6X7; recombinant SARS-CoV 3CLpro, quenched FRET peptide cleavage; inhibition, % at 6 µM; hit rate 0.14% among 290,000; AID 1706; in the data active = inhibition above about 12%
# An asterisk follows results filed as active; i = inactive; u = inconclusive; x = not tested or not shown. The list is partial; the hit share may differ from the screen's.
SMILES,DUSP3 inh,PrPC TRFRET,CCHFV vOTU inh,TcdB GH inh,Y pestis TopoI,Rv3671c protease,SSB-PriA inh,MazF activator,Vc quorum ag,3CLpro inhibitor
Cc1nnc(-c2ccc(Cl)cc2)[nH]c1=O,30.7,-8.7,-13.1,-0.4,-13.6,1.6,1.4,7.1,i,0.0
Fc1ccc(NC(=S)Nc2ccc(Cl)cc2Cl)cc1,6.4,-5.8,3.3,0.0,x,2.4,-1.9,1.7,x,4.1
COc1ccc(C(=O)CC(=O)C(=O)Nc2ccccc2OC)cc1,30.3,-4.2,2.2,-0.3,-2.8,-5.6,0.4,-2.9,-1.9,-1.1
CCCCCCOc1ccc(N2C(=O)CC(NCc3ccc(S(N)(=O)=O)cc3)C2=O)cc1 (configuration not stated),27.7,-3.2,0.7,0.5,8.2,2.9,-7.1,-2.0,i,-3.6
COC(=O)CSc1nnc(-c2sc3cc(OC)ccc3c2Cl)n1C,-11.2,-9.1,10.2,x,10.4,3.8,-3.4,-1.3,-1.0,0.9
Cc1ccc(S(=O)(=O)N(Cc2cccc(F)c2)C(=O)N2CCN(C)CC2)cc1,x,x,x,-0.9,1.9,9.5,-2.4,-4.0,i,x
NC(Cc1ccc(C(F)(F)F)cc1)c1csc(Nc2ncccn2)n1 (configuration not stated),x,2.4,-3.0,1.9,-4.7,x,x,x,i,x
COc1ccc(-c2nnn(CC(=O)N3CCN(c4ccc(F)cc4)CC3)n2)cc1,8.7,3.5,-0.2,1.2,1.8,7.7,-12.7,-2.3,0.6,0.8
Cc1sc2nc(CN3CCCCC3)nc(N3CCN(C(=O)c4ccco4)CC3)c2c1C,18.8,-2.8,13.6,0.1,20.1,-5.0,-3.6,-13.6,i,-1.6
CC[C@@H](C)C(N)c1cn([C@@H](CCC(=O)O)C(=O)N2CCNCC2)nn1 (some centres not stated),-0.5,0.7,-6.4,0.6,3.7,-4.1,-3.3,-3.2,-0.5,3.7
COc1ccc(Nc2nc(NCC3CCCO3)c3ccccc3n2)c(OC)c1 (configuration not stated),24.3,1.2,1.7,1.5,-19.0,3.4,3.0,10.6,-0.3,3.5
NC(=O)c1ccc(NC(=O)COC(=O)c2ccccc2SCC(=O)N2CCCC2)cc1,x,-0.5,32.9*,2.2,3.9,x,x,-18.0,i,x
O=C(C1CC(c2ccc(F)cc2)=NO1)N1CCN(Cc2ccccc2)CC1 (configuration not stated),46.1,4.6,-5.4,1.6,18.9,3.9,0.6,0.3,-0.2,-1.0
NC(=O)c1ccc(NC(=O)COC(=O)c2cccc(Oc3ccccc3)c2)cc1,-6.7,4.1,7.4,0.8,11.4,-11.6,-5.3,-9.6,0.4,-1.7
O=P(OCC(F)(F)C(F)F)(N1CCCCC1)N1CCCCC1,-12.1,-0.7,15.7,x,5.0,5.5,1.1,6.3,i,-1.8
COc1ccc(Nc2nc(Nc3ccc(OC)cc3OC)nc(N3CCN(C)CC3)n2)c(OC)c1,4.3,4.1,-5.4,x,-6.0,1.3,20.3,5.8,-0.6,-0.3
O=C(NCc1cn2ccsc2n1)c1cccs1,25.2,-2.3,2.8,-0.2,0.8,-0.6,-7.2,-5.0,-0.2,-2.9
COc1cc(/C=N/Nc2ccccc2)ccc1O,-16.2,3.6,19.5,-0.2,-3.8,-1.1,x,-6.6,-0.5,-2.6
CC(=O)NNC(=S)Nc1cccc(F)c1,16.3,-4.1,-7.1,2.5,-0.5,7.8,-4.6,1.5,i,3.8
COC(=O)c1[nH]c2cc(OC)ccc2c1NC(=O)CN1CCC(C(N)=O)(N2CCCCC2)CC1,4.2,-7.7,8.1,x,6.7,2.8,1.3,1.2,i,2.0
COCCNC(=S)N1CCC(Cc2ccccc2)CC1,35.0,4.7,1.4,0.7,3.8,-5.1,-4.5,-1.2,-0.3,-0.9
Cc1oc(-c2cccs2)nc1CSCC(=O)N1CCC2(CC1)OCCO2,30.1,9.9,-16.1,x,1.2,2.1,-2.5,-5.7,i,-1.1
Cn1cc(C(=O)OCC(=O)NC2(C#N)CCCCC2)c2ccccc21,x,-6.0,11.3,0.9,-2.6,x,-10.2,2.4,-1.0,x
O=S1(=O)N=C(N(CCO)/N=C/c2ccc(Br)cc2)c2ccccc21,23.9,3.1,-0.3,-1.0,-6.4,-15.0,x,20.3,i,-7.8
Cc1ncc(CN2CCCC(C(=O)c3sccc3C)C2)s1 (configuration not stated),29.7,0.4,-12.9,1.7,-3.6,-3.3,3.5,-7.8,i,-6.2
CCc1cccc(C)c1NC(=O)CN1C(=O)NC(Cc2ccccc2)C1=O (configuration not stated),-5.2,-6.3,-4.8,0.1,0.5,-6.2,-4.3,2.8,i,-2.8
COc1ccc(C(c2c(NC(C)=O)sc3c2CCCC3)N2CCN(CCO)CC2)cc1OC (configuration not stated),2.8,-1.2,-6.1,2.7,1.4,9.5,4.3,8.9,-0.2,1.5
CC(C)(C)c1cc(NC(=O)C2(C)CCN2C(=O)C2(c3ccccc3)CC2)no1 (configuration not stated),x,4.0,9.5,-0.4,1.5,x,x,x,0.0,x
O=C(O)c1ccc(S(=O)(=O)Nc2ccc3c(c2)OCCO3)cc1,-34.8,1.7,1.1,0.6,0.3,1.7,-6.4,1.3,0.0,-4.5
O=C(NCC(=O)N(c1ccc(Cl)cc1)C(C(=O)NC1CCCC1)c1cccnc1)c1ccco1 (configuration not stated),1.1,-4.0,4.2,0.5,7.3,3.0,-4.9,0.5,-0.5,0.1
FC(F)(F)c1ccc2c(c1)N1CCCC1CN2 (configuration not stated),-3.9,-16.1,10.1,0.5,-15.4,0.6,8.9,-22.2,-0.3,5.1
CN(C)S(=O)(=O)c1cccc(NC(=O)CC23CC4CC(CC(C4)C2)C3)c1,6.2,-0.6,-0.9,1.2,1.4,-4.3,-14.5,-2.8,i,0.2
COc1cccc(CN2CCN(Cc3cccc4nonc34)CC2CCO)c1 (configuration not stated),19.8,-13.6,-3.2,1.8,12.9,-4.1,-3.6,0.3,i,1.4
COCCn1c(=O)[nH]c2cc(C(=O)Nc3cccc(F)c3)ccc2c1=O,12.9,9.9,7.9,1.7,-3.0,-7.2,4.3,11.3,0.4,1.6
O=C(CN1C(=O)NC2(CCCCCC2)C1=O)Nc1ccc(Br)cc1Br,x,3.6,-10.5,-1.7,6.9,-4.9,0.7,12.9,i,x
CCCCN(C(=O)COC(=O)C1(c2ccccc2)CC1)c1c(N)n(CCC)c(=O)[nH]c1=O,x,7.2,0.8,-10.2,4.0,x,x,5.1,-4.5,x
CCOc1ccc(CN2CCNC(=O)C2CC(=O)NCc2cc(C)n(C)n2)cc1 (configuration not stated),27.2,-4.1,0.8,-0.3,u,4.3,-1.4,-10.5,-3.6,-5.9
O=C1CCC(=O)N1c1ccccc1,26.1,-6.1,2.0,1.0,-2.1,3.0,-5.4,0.3,-0.7,-5.7
COCCN(C(=O)COC(=O)Cc1ccc(Cl)cc1)c1c(N)n(Cc2ccccc2)c(=O)[nH]c1=O,x,-4.8,-1.7,0.1,10.1,x,x,5.7,-0.6,x
Cc1ccc(NC(=O)CC2(CC(=O)O)CCCC2)c(C)c1,17.2,4.3,2.9,0.6,4.8,-0.4,0.6,3.4,i,2.5
COCCn1cnc2c1c(=O)n(CC#N)c(=O)n2Cc1ccccc1,-20.5,4.0,16.3,-0.2,-3.8,2.7,0.9,-0.3,-0.5,5.6
COc1cc(N)c(Cl)cc1Cl,4.8,-0.3,5.6,0.1,3.0,0.0,-6.1,4.0,-0.2,-2.4
CCOC(=O)CN(C(=O)COc1nc(-c2ccccc2)cc(C)c1C#N)c1ccc(F)cc1,-2.7,1.1,-9.6,0.0,-1.0,1.0,-14.3,2.3,-0.3,3.9
CCCOc1ccc(C(=O)NCC(c2cccs2)N(C)C)cc1OC (configuration not stated),17.0,-4.2,8.1,x,-1.7,-15.0,3.4,-22.0,-0.3,1.2
O=C(Nc1nccs1)c1cccc2ccccc12,-10.7,-5.5,12.0,0.8,1.2,-3.2,-8.2,3.3,-4.7,-4.7
O=C1N[C@H](Cc2ccccc2)C(=O)N2[C@@H]3[C@H](C[C@@H]12)c1ccccc1N3OOSc1ccccc1,x,-5.1,1.2,x,22.1,-2.5,-10.8,-2.5,5.0,x
CC(=O)c1ccc(C)cc1OC(=O)c1cccc(F)c1,14.4,3.0,-2.0,1.3,6.4,3.0,-11.1,-4.9,-0.1,-0.1
Fc1cccc(-c2ncc(-c3ccccc3)o2)c1,x,9.7,-6.4,1.8,3.6,x,-19.0,-4.5,-1.1,x
COc1ccc(/C=N/Nc2nc(C)nc(N)n2)cc1,13.8,5.3,25.0,-1.7,4.7,0.7,x,6.3,i,0.3
Cn1ccnc1COc1ccc(/C=N/O)cc1,-2.3,4.3,9.7,-4.6,10.7,5.9,x,9.2,1.2,-3.6
COc1ccc(S(=O)(=O)N2CCCC2)cc1NC(=O)c1ccccc1,6.7,6.8,6.3,1.0,14.1,11.4,-12.7,0.5,-0.1,-1.2
Cc1cc(C(=O)COC(=O)c2cccnc2Cl)c(C)n1C,x,1.8,4.1,2.7,1.2,5.3,1.7,1.6,i,x
COc1cc(/C=C2\SC(=O)N(c3ccccc3Cl)C2=O)cc([N+](=O)[O-])c1O,7.3,-8.7,12.2,0.3,-1.7,x,2.7,-0.6,-0.9,-3.2
COc1cccc(CC(=O)N2CCCC(CCC(=O)N3CCN(c4ccccn4)CC3)C2)c1 (configuration not stated),24.5,10.3,6.0,1.1,15.5,-4.6,-18.2,12.6,-0.2,-2.4
O=C(Nc1ccc(O)cc1)c1ccc(NC(=O)c2ccco2)cc1,5.1,17.9,9.5,2.5,-2.4,4.9,7.8,-2.1,-0.9,4.0
Cc1oc(-c2cccs2)nc1CN1CCC(C(=O)N2CCCC2)CC1,-5.7,-7.7,6.3,1.2,-11.2,6.8,-7.4,3.8,0.4,1.9
CCO[C@@H]1OC(C(=O)N2CCOCC2)=C[C@H](c2ccc(C(F)(F)F)cc2)[C@H]1CCCO,24.8,5.5,0.2,0.2,-10.3,6.0,-9.1,1.4,0.5,-1.8
CCC(C)(C)c1ccc(O)cc1,x,-5.8,5.2,0.1,-9.7,7.4,8.4,3.6,-0.3,x
COc1cc2c(cc1OC)n(CC(=O)NC1CCCCCC1)n1c(C)cc(=O)nc21,10.7,4.5,-66.2,1.2,4.5,-9.0,-20.8,13.6,i,-4.5
COc1ccc(CN(CC2CCC(C(=O)O)CC2)C(=S)Nc2ccccc2C)cc1 (configuration not stated),-1.8,-1.6,4.2,8.3,8.7,-3.9,-9.1,0.9,-0.4,-3.1
Cc1cc(NC(=O)Nc2c[nH]c(=O)[nH]c2=O)ccc1Br,13.0,10.5,-4.0,-2.3,-7.5,-17.4,-9.4,-6.4,-0.5,-0.9
Cc1cc(C)c2c(N)c(C(=O)N/N=C/c3cccnc3)sc2n1,3.8,-17.5,-6.2,-1.7,-9.5,4.9,i,40.8,-1.2,-0.9

# A portion taken from the entries so far, as a working copy:
SMILES,DUSP3 inh,PrPC TRFRET,CCHFV vOTU inh,TcdB GH inh,Y pestis TopoI,Rv3671c protease,SSB-PriA inh,MazF activator,Vc quorum ag,3CLpro inhibitor
COc1cc2c(cc1OC)n(CC(=O)NC1CCCCCC1)n1c(C)cc(=O)nc21,10.7,4.5,-66.2,1.2,4.5,-9.0,-20.8,13.6,i,-4.5
COc1ccc(CN(CC2CCC(C(=O)O)CC2)C(=S)Nc2ccccc2C)cc1 (configuration not stated),-1.8,-1.6,4.2,8.3,8.7,-3.9,-9.1,0.9,-0.4,-3.1
Cc1cc(NC(=O)Nc2c[nH]c(=O)[nH]c2=O)ccc1Br,13.0,10.5,-4.0,-2.3,-7.5,-17.4,-9.4,-6.4,-0.5,-0.9
Cc1cc(C)c2c(N)c(C(=O)N/N=C/c3cccnc3)sc2n1,3.8,-17.5,-6.2,-1.7,-9.5,4.9,i,40.8,-1.2,-0.9

# From PubChem
